Compound activity as filed in PubChem.
Rac1 mut GTP: GTP binding modulators of activated mutant Rac1, primary screen, biochemical, bead-based flow cytometry, multiplex, fluorescent GTP | Ras-related C3 botulinum toxin substrate 1 (Homo sapiens), P63000 | GST-Rac1 activated beads; actives lie on both sides; 100% means binding = to untreated wells | percent activity (GTP binding), % at 10 µM | actives 0.11% (n = 190,000);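 active = GTP binding at least 20 percentage points away from the 100% baseline, in either direction, so actives lie on both sides; inconclusive = Compound likely fluorescent itself, or too few beads counted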
Rab2 wt GTP: modulators of GTP binding to Rab2A wildtype, primary screen, biochemical, dog, bead-based flow cytometry, multiplex; Ras-related protein Rab-2A (Canis lupus familiaris), P61105; actives 0.19% (n = 190,000); GTP binding activity, % at 10 µM; AID 760, 2007; GST-Rab2 wt beads, Bodipy-GTP binding;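 active = GTP binding activity at least 20 points away from 100%, either lowered or raised; inconclusive = signal likely due to the compound's own green fluorescence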;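 also: 0% = beads with excess unlabeled GTP and 100% = no-compound control corrected for plate trend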
Cdc42 wt: modulators of GTP binding to wildtype Cdc42, primary screen, biochemical, multiplex bead flow cytometry, Bodipy-GTP; AID 761, 2007; percent activity (GTP binding), % at 10 µM; GST-Cdc42 beads; actives lie on both sides; Cell division control protein 42 homolog (Homo sapiens), P60953; actives 0.2% (n = 190,000);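 active = percent activity GTP binding at least 20 points away from the 100% baseline, either down as inhibitor or up as activator; inconclusive = compound flagged as likely green fluorescent from well-wide comparison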;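 also: median bead fluorescence of bound Bodipy-FL-GTP at 100 nM; 0% = excess unlabeled GTP control and 100% = no compound control; below 100% means less GTP binding so inhibitor and above means activator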
Target sequence (P60953 whole entry, looked up): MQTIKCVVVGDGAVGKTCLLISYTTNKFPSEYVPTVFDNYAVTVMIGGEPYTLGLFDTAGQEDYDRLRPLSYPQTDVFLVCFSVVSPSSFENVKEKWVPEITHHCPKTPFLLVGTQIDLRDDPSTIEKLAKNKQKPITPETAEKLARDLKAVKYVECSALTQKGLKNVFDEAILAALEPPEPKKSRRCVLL
Rab7 wt modul: modulators of GTP binding to Rab7, primary screen, biochemical, wildtype, multiplex bead flow cytometry. Rab7 GTPase wild type (dog), Bodipy-FL-GTP binding. GST-Rab7 beads, fluorescent GTP binding; actives lie on both sides; untreated = 100%, excess cold GTP = 0%. GTP binding activity (percent of control), % at 10 µM. actives 0.055% (n = 190,000). AID 758, 2007;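 active = fluorescent GTP binding to Rab7 beads changed by at least 20 points from the 100% baseline, either direction, mostly lower; inconclusive = compound itself probably fluorescent, or too few beads counted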;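 also: median green fluorescence of bound Bodipy-FL-GTP per Rab7 bead population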
Pf gamet viab: late stage P. falciparum gametocyte viability inhibitors, primary screen, ATP luminescence, HTS. P. falciparum stage V gametocytes, 24 h. inhibition, % at 10.9 µM. actives 0.065% (n = 150,000). AID 743093, 2013;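 active = inhibition above the mean plus 3 SD of compounds within the control limits, set per campaign, cut at about 38% in these data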;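 also: 0% = DMSO wells and 100% = medium only without gametocytes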
Avidin fluor: green autofluorescence of compounds with avidin beads – biophysical, 488/530 nm, flow cytometry, artefact control, profiling panel. compound fluorescence 488/530 nm; stronger effect = higher value. fluorescence (KMESF) at 10 µM. actives 0.38% (n = 220,000). AID 1775, 2009; in the data active = fluorescence above about 47; also: inactives centre near 10
HRas wt GTP: modulators of GTP binding to HRas wildtype, primary screen, biochemical, bead-based flow cytometry, multiplex | GST-Ras wt beads, Bodipy-FL-GTP binding; actives lie on both sides | GTPase HRas (Homo sapiens), P01112 | actives 0.14% (n = 190,000) | GTP binding activity, % at 10 µM;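 active = GTP binding activity at least 20% away from the 100% baseline, either lowered as inhibitor or raised as activator; inconclusive = flagged as likely green fluorescent, judged across all proteins in the well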;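 also: 0% = unlabeled GTP competition control and 100% = no-compound control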
Target sequence (P01112 whole entry, looked up): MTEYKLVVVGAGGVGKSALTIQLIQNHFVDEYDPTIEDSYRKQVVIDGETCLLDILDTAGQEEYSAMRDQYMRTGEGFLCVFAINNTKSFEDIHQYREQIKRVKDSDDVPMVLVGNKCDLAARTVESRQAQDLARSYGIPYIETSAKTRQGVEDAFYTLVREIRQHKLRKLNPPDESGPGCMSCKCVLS
Rac1 wt GTP bind: wildtype Rac1 GTP binding modulators, primary screen, biochemical, GST-Rac1 beads, flow cytometry, multiplex; GTP binding activity (% of control), % at 10 µM; Ras-related C3 botulinum toxin substrate 1 (Homo sapiens), P63000; AID 757, 2007; fluorescent GTP binding; actives lie on both sides; 0 = cold GTP competed, 100 = untreated; actives 0.27% (n = 190,000);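 active = GTP binding activity at least 20 points away from the 100% control level, either lower or higher; inconclusive = compound flagged as likely green fluorescent, judged across all proteins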
ABCB1 block: ABCB1 efflux pump inhibitors, primary screen, cell-based, multiplex, flow cytometry, ABCG2 counter-screen. AID 1326, 2008. CCRF-Adr cells, JC-1 efflux. inhibition, % at 6.6 µM. actives 0.067% (n = 190,000); in the data active = inhibition above about 40%;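 also: 0% = vehicle and 100% = reference inhibitor; higher value means more JC-1 retained so stronger ABCB1 efflux block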
ABCG2 inh: ABCG2 efflux pump inhibitors, primary screen, multiplex with ABCB1, IgMXP3 cells, flow cytometry; actives 0.1% (n = 190,000); Broad substrate specificity ATP-binding cassette transporter ABCG2 (Homo sapiens), Q9UNQ0; JC-1 efflux; AID 1325, 2008; inhibition, % at 6.6 µM;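 active = inhibition above 80%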;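 also: 0% = DMSO and 100% = nicardipine control wells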
Target sequence (Q9UNQ0 whole entry, looked up): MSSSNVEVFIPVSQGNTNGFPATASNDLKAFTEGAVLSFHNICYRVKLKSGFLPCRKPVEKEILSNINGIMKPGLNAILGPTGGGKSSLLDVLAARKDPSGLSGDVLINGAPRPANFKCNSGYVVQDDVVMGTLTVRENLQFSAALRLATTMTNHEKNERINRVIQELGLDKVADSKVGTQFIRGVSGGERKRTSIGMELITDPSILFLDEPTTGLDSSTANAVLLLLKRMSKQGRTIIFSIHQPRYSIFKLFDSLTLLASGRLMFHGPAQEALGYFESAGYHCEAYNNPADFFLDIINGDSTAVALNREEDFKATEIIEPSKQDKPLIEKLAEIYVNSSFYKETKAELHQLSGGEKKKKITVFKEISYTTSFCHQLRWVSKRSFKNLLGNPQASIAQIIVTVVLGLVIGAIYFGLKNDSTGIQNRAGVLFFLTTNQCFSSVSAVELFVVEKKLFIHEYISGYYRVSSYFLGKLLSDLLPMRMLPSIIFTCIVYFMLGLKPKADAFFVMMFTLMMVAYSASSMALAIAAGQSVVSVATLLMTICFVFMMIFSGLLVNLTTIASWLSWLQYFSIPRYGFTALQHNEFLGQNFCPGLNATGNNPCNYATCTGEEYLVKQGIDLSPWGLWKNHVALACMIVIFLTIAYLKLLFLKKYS
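Times: 10 min at 25 °C | Test system: Two drug-resistant human cell lines, ABCG2 and ABCB1 | Quantity: 3 million cells/mL final, two lines in 1:1 ratio | Signal: Flow cytometry, 530 nm JC-1 signal | Dosing: Compound at 6.6 µM | Controls: Nicardipine and DMSO wells | Reagent: JC-1 as fluorescent efflux pump substrate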
GSH fluor: compound fluorescence on glutathione beads, profiling panel, artefact control, biophysical, 488/530 nm, flow cytometry; GSH beads flow cytometry, compound fluorescence 488/530 nm; stronger effect = higher value; fluorescence (KMESF) at 10 µM; actives 0.25% (n = 190,000); AID 1776, 2009; in the data active = fluorescence above about 89;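 also: glutathione beads carrying GST-tagged Bcl family fusion proteins plus one bare bead set; values are compound well signal with DMSO vehicle wells as background; inactives centre near 16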
Starred values were filed as active, the others as inactive; ? = inconclusive; . = no result given.

SMILES	Rac1 mut GTP	Rab2 wt GTP	Cdc42 wt	Rab7 wt modul	Pf gamet viab	Avidin fluor	HRas wt GTP	Rac1 wt GTP bind	ABCB1 block	ABCG2 inh	GSH fluor
Cc1ccccc1NC(=S)N(Cc1ccccc1)Cc1cccnc1	97	98	96	93	-17	12	97	99	3.3	9	9
Cc1sc2ncnc(NCc3cccs3)c2c1C	99	97	102	100	-15	29	100	102	1.2	8	15
CCOc1ccc2c(c1)-c1c(ssc1=S)C(C)(C)N2	101	97	99	95	.	7	100	104	0.1	2	4
Cc1cccc(N2CCN(C(c3ccccc3)c3nnnn3CC3CCCO3)CC2)c1C (stereo not given)	96	96	100	95	-4	5	98	100	1.3	5	25
CCc1ccccc1NC(=S)N(Cc1cccs1)C1CCCC1	93	94	89	99	13	4	95	92	-0.2	0	10
Cc1ccc(C)c(NC(=O)CSc2nc3ccc(N4C(=O)c5ccccc5C4=O)cc3s2)c1	101	98	98	99	7	12	101	99	-0.3	-4	22
Cc1scc(C(=O)NNC(=O)CCC(=O)O)c1C	94	97	98	96	.	12	95	98	-0.2	-1	13
O=C(O)COc1ccc(C(=O)Cc2ccc3c(c2)OCCCO3)c(O)c1	95	98	96	99	10	13	97	101	0.9	4	28
CCc1c(-c2n[nH]c(=S)n2Cc2ccccc2)csc1C	98	100	97	104	-8	1	101	101	-0.4	-4	7
CCN(CC)CCNC(=S)NC(=O)c1cn(-c2ccccc2)nc1-c1ccc(OC)cc1	95	101	101	104	-5	5	101	104	1.8	8	22
COc1cc(NS(=O)(=O)c2ccc(NC(=O)COc3ccc(C)cc3C)cc2)nc(OC)n1	98	100	98	100	.	33	99	101	0.1	1	20
CCO[C@H]1OC(C(=O)N2CCN(C)CC2)=C[C@@H](c2ccc(C(F)(F)F)cc2)[C@@H]1CCCO	94	93	94	95	.	6	96	95	0.3	0	21
c1ccc(-c2csc(-c3cccnc3)n2)cc1	95	97	97	102	13	10	98	97	0.2	5	10
O=S(=O)(Cc1ccc(Cl)cc1)Nc1ccc(Cl)cn1	92	95	92	104	1	5	95	90	-0.9	-2	12
CCOc1cc(N2CCOCC2)c(OCC)cc1NC(=O)CN1C(=O)NC(Cc2ccccc2)C1=O (stereo not given)	95	97	96	98	7	7	99	98	0.0	0	11
CC(C)(C)c1ccc(NC(=O)Nc2ccc(OCC(=O)N3CCOCC3)cc2)cc1	94	94	97	97	-12	9	96	97	0.0	19	11
C#CCNC(=O)C1=C[C@@H](c2cn(C(C)=O)c3ccccc23)C[C@@H](OCCCCO)O1	97	97	97	97	11	5	97	98	1.9	6	20
COc1ccc(CN2CCC(C(=O)NCCc3ccc(OC)c(OC)c3)CC2)c(OC)c1	101	101	102	102	12	23	103	108	0.9	3	10
COc1ccc(N(CC(=O)Nc2cccc(C(C)=O)c2)S(C)(=O)=O)cc1OC	102	107	106	105	.	41	106	107	0.2	1	18
O=c1[nH]c(Nc2ccccc2)cc2ccccc12	96	99	97	100	-30	10	98	97	0.2	0	11
COc1ccc(NC(=O)Cn2cc(S(=O)(=O)Cc3ccccc3)c3ccccc32)c(OC)c1	97	99	105	101	-5	8	103	104	0.1	1	12
c1cncc(-c2cccnc2)c1	94	99	95	98	.	11	97	95	0.4	2	13
CC(C)C(=O)Nc1cccc(C(=O)Nc2cc([N+](=O)[O-])ccc2Cl)c1	96	100	100	104	-5	8	99	102	0.6	6	17
CCC(=O)Nc1ccc(/C(C)=N/NC(=O)c2c(-c3ccccc3Cl)noc2C)cc1	100	97	96	98	-7	3	95	102	0.4	4	7
COc1cc(CCC(O)CC(=O)CCc2ccccc2)ccc1O (stereo not given)	95	95	97	95	.	7	97	97	0.5	2	23
O=C(COc1ccc(Cl)cc1Cl)Nc1ccc(Cl)cn1	98	98	97	93	-21	9	97	100	0.6	1	10
Cc1ccc(OCc2cnc(Cl)s2)c(C)c1	90	98	97	106	-5	9	95	102	0.1	0	15
N/C(=N\OC(=O)COc1ccc(Br)cc1)c1ccncc1	99	96	100	100	-31	3	100	103	0.3	3	5
CCc1ccc2c(c1)c1nc(C)sc1n2CC(=O)OC	99	97	97	98	.	51*	98	103	0.5	6	26
C=CCn1c(SCC(=O)c2ccc(Br)cc2)nnc1C(CC(C)C)NC(=O)c1cccs1 (stereo not given)	97	97	101	99	9	18	98	102	2.5	15	31

A draw from above in order of SMILES length, ascending.
SMILES	Rac1 mut GTP	Rab2 wt GTP	Cdc42 wt	Rab7 wt modul	Pf gamet viab	Avidin fluor	HRas wt GTP	Rac1 wt GTP bind	ABCB1 block	ABCG2 inh	GSH fluor
Cc1ccc(OCc2cnc(Cl)s2)c(C)c1	90	98	97	106	-5	9	95	102	0.1	0	15
CCc1ccc2c(c1)c1nc(C)sc1n2CC(=O)OC	99	97	97	98	.	51*	98	103	0.5	6	26
COc1cc(CCC(O)CC(=O)CCc2ccccc2)ccc1O (stereo not given)	95	95	97	95	.	7	97	97	0.5	2	23

(continued)
SMILES	Rac1 mut GTP	Rab2 wt GTP	Cdc42 wt	Rab7 wt modul	Pf gamet viab	Avidin fluor	HRas wt GTP	Rac1 wt GTP bind	ABCB1 block	ABCG2 inh	GSH fluor
Cc1nc2ccccc2c(=O)n1/N=C/c1ccccc1	99	100	103	98	.	9	102	102	0.5	1	37
O=C(NC1=NCCS1)c1ccc(-c2ccc(Cl)cc2)o1	100	102	102	101	.	39	101	102	0.2	1	13
O=C(Nc1ccc(F)cc1)NC1(C(=O)NCc2cccs2)CCCCC1	98	104	104	102	-32	10	103	102	0.1	1	24
N=C1C(c2ccccc2)=C(O)CN1c1cccc(S(=O)(=O)Nc2cccc(C(F)(F)F)c2)c1	98	97	99	98	-4	10	99	103	1.1	4	10
COCC(=O)n1nc(-c2ccccc2)nc1NCc1ccccc1	94	95	103	95	.	9	94	92	-0.2	0	18
CCOC(=O)c1nc(Nc2ccc(C(=O)O)cc2)c2ccccc2n1	99	102	102	106	7	12	102	103	1.0	3	6
Cc1nn(C)c(C)c1NC(=O)c1ccc(S(=O)(=O)N(C)C)cc1	100	102	103	99	.	13	101	101	0.9	-3	24
Cc1ccc(CNc2ccc(N3C(=O)CC(C)C3=O)cc2[N+](=O)[O-])cc1 (stereo not given)	101	101	106	102	-4	10	101	107	2.8	41	12
O=C1COc2ccc(C(=O)CSc3nnnn3-c3ccccc3)cc2N1	97	99	97	95	-11	5	97	101	0.1	2	60
O=C(NC1=NCCS1)c1ccccc1OCc1ccccc1Cl	98	97	97	98	-45	12	97	100	0.4	20	12

Random excerpt: 3 records from the list
SMILES	Rac1 mut GTP	Rab2 wt GTP	Cdc42 wt	Rab7 wt modul	Pf gamet viab	Avidin fluor	HRas wt GTP	Rac1 wt GTP bind	ABCB1 block	ABCG2 inh	GSH fluor
COc1ccc(CN2CCC(C(=O)NCCc3ccc(OC)c(OC)c3)CC2)c(OC)c1	101	101	102	102	12	23	103	108	0.9	3	10
CC(C)C(=O)Nc1cccc(C(=O)Nc2cc([N+](=O)[O-])ccc2Cl)c1	96	100	100	104	-5	8	99	102	0.6	6	17
CCC(=O)Nc1ccc(/C(C)=N/NC(=O)c2c(-c3ccccc3Cl)noc2C)cc1	100	97	96	98	-7	3	95	102	0.4	4	7

A few values from the entries so far.
Entry for Cc1ccc(CNc2ccc(N3C(=O)CC(C)C3=O)cc2[N+](=O)[O-])cc1 (stereo not given) under Pf gamet viab: -4
Entry for O=C(NC1=NCCS1)c1ccccc1OCc1ccccc1Cl under Avidin fluor: 12
Entry for Cc1nn(C)c(C)c1NC(=O)c1ccc(S(=O)(=O)N(C)C)cc1 under Rab7 wt modul: 99

Carrying on.
SMILES	Rac1 mut GTP	Rab2 wt GTP	Cdc42 wt	Rab7 wt modul	Pf gamet viab	Avidin fluor	HRas wt GTP	Rac1 wt GTP bind	ABCB1 block	ABCG2 inh	GSH fluor
Cc1[nH]n(-c2ccccc2)c(=O)c1N=O	84	86	88	91	.	13	90	91	0.4	2	15
C=CCN1C(=O)N/C(=C/c2ccc(C)o2)C1=O	100	96	100	98	7	20	97	101	1.0	8	14
COc1ccc(NC(=O)CCSc2nnnn2C)cc1	99	99	99	104	-11	5	101	101	1.0	9	11
CC(=O)c1cccc(S(=O)(=O)N2CCC(C(=O)O)CC2)c1	98	102	105	106	7	10	100	105	0.1	0	11
Cn1nnnc1SCc1ccc(C(=O)Nc2ccccc2F)cc1	96	98	97	93	.	5	96	97	0.4	9	25
COc1ccccc1NS(=O)(=O)c1cc([N+](=O)[O-])ccc1N/N=C/c1c[nH]c2ccccc12	100	104	103	108	.	10	108	115	3.7	6	15
COC(=O)c1c[nH]n2c(=O)c(Cc3ccc(F)cc3Cl)c(C)nc12	100	98	102	97	.	11	100	102	0.5	13	26
O=C(NCc1ccc2c(c1)OCO2)c1ccc(N2CCCC2=O)cc1	96	96	101	98	.	8	99	99	0.1	0	5
CCOc1ccc(NC(=O)CCNS(=O)(=O)c2ccc(Br)s2)cc1	92	92	96	95	.	12	97	92	0.9	14	38
COC(=O)Cn1cc(C(=O)c2cccs2)c2ccccc21	90	95	92	95	-19	14	94	91	0.8	10	25
Cc1ccc(S(=O)(=O)c2c(N)n(CCCO)c3nc4ccccc4nc23)cc1	?	?	?	?	.	9	?	?	1.0	3	32
O=C(O)c1cnc(-c2ccccc2)nc1-c1ccccc1	93	94	98	91	-3	16	93	96	-0.4	1	10

Rows are unselected; 1.1% or so of the library scored in one or more.
